rCAG RNA binder = binders of r(CAG) RNA repeats, primary screen, biochemical, fluorescence; r(CAG) RNA repeat, TO-PRO-1 dye displacement fluorescence; inhibition, % at 3 µM; 370,000 tested, 1.3% active;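 active means inhibition above the plate cutoff, the mean of all test compounds on that plate plus 3 SD, cut at about 35% in these data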;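 further: 0% = DMSO alone and 100% = 100 µM mitoxantrone as full dye displacement; higher means more dye released from RNA so lower well fluorescence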
TCR-CD3 inh = inhibitors of human TCR-CD3 interaction, primary screen, biochemical, fluorescence, TAMRA-labeled TCR probe; T-cell receptor (TCR); inhibition, % at 9.4 µM; 360,000 tested, 0.37% active; AID 651800, 2012; in the data active means inhibition above about 19%;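 further: recombinant mutant TCR 2C K166C tagged with TAMRA read by polarization; 0% = receptor in buffer alone and 100% = receptor with positive control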
Rev-erbA mod = modulators of Rev-erb alpha DNA binding, primary screen, biochemical, FITC-DNA, fluorescence polarization, uHTS. Nuclear receptor subfamily 1 group D member 1 (Homo sapiens), P20393. Rev-erbα–FITC-DNA binding, 90 min. activity, % at 10 µM. 370,000 tested, 0.79% active;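 active means activity above about 14%, limit read from the data; passing the limit was not always enough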;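 further: 0% = DMSO wells with 35 nM protein and 100% = DMSO wells with 750 nM protein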
Target sequence (P20393 whole entry, looked up): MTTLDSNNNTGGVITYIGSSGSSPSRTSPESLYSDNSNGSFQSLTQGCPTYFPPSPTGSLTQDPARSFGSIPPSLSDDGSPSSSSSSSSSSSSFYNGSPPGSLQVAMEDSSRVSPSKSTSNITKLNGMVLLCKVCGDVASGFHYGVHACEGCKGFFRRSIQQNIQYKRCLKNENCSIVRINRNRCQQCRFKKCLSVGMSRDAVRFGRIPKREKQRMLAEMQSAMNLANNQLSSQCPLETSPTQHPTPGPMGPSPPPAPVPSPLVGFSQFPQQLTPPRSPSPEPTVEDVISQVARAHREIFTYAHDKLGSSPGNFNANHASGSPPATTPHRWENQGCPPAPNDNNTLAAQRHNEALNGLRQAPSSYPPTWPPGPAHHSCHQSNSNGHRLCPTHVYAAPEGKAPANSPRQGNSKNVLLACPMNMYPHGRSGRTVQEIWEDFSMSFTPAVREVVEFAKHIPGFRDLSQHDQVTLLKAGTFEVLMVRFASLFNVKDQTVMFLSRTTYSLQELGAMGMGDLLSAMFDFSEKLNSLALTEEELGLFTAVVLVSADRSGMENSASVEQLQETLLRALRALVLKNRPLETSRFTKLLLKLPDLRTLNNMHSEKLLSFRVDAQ
HTRA1 inhibitor = HTRA1 serine protease inhibitors, primary screen, biochemical, fluorescence polarization, HTS | Q92743 | 340,000 tested, 0.5% active | recombinant HTRA1, FP-rhodamine activity-based probe | inhibition, % at 5.96 µM; in the data active means inhibition above about 36%;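 further: 0% = enzyme with DMSO and 100% = wells lacking enzyme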
ABHD4 inh = ABHD4 inhibitors, primary screen, biochemical, fluorescence polarization, mouse | (Lyso)-N-acylphosphatidylethanolamine lipase (Mus musculus), Q8VD66 | purified mABHD4, FP-Rh probe fluorescence polarization | inhibition, % at 8.92 µM | 370,000 tested, 0.54% active | AID 720543, 2013;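 active means inhibition exceeding the mean over every tested compound plus 3 SD, cut at about 30% in these data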;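 further: 0% = plate median of compound wells and 100% = S159A mutant with DMSO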
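Assay system: mouse ABHD4 enzyme, wild type / Also added: fluorescent activity-based probe FP-Rh / Doses: single nominal dose of 8.92 µM, 0.89% DMSO final / Timing: 45 min compound pre-incubation plus 60 min probe step, 25 °C / Signal: FP readout, ex 525 nm / em 598 nm / Control set: S159A mutant/DMSO as 100%, compound-well median as 0%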
UHRF1 binding = UHRF1 methylated DNA binding inhibitors, primary screen, counter-screen for MBD2 inhibitor project, biochemical, TR-FRET, human UHRF1, single concentration. E3 ubiquitin-protein ligase UHRF1 (Homo sapiens), Q96T88. UHRF1 binding to methylated oligo. inhibition, % at 4.4 µM. 370,000 tested, 0.75% active; in the data active means inhibition above about 21%;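 further: UHRF1 SRA domain binding a hemimethylated CpG hairpin DNA probe; 0% = median of test compound wells and 100% = reference inhibitor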
MBD2 inh = inhibitors of MBD2 binding to methylated DNA, primary screen, biochemical, TR-FRET, DNA-binding domain, human. inhibition, % at 4.4 µM. 370,000 tested, 0.31% active. MBD2 binding to methylated oligonucleotide. AID 686964, 2013; in the data active means inhibition above about 13%
PRMT1 FP inh = PRMT1 methyltransferase inhibitors, primary screen, biochemical, fluorescence polarization | Protein arginine N-methyltransferase 1 (Homo sapiens), Q99873 | inhibition, % at 2.79 µM | recombinant PRMT1, activity-based probe fluorescence polarization | AID 652257, 2013 | 370,000 tested, 1.3% active;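 active means inhibition above about 21% made by adding two undisclosed values, limit read from the data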
Target sequence (Q99873 whole entry, looked up): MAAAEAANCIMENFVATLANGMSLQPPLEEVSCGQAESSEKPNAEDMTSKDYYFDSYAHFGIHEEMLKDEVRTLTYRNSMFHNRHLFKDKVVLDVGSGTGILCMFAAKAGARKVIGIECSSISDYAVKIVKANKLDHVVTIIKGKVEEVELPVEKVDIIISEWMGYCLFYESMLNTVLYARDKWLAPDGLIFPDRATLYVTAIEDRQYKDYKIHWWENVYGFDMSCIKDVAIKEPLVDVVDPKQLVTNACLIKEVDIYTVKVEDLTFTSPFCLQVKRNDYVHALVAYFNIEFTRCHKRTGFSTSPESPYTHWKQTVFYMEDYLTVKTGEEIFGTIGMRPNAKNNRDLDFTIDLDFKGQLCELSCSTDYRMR
LEDGF integ inh = blockers of LEDGF/p75-dependent integrase strand transfer – biochemical, TR-FRET, high throughput, primary screen. TR-FRET IN-LEDGF/p75 DNA integration, Eu/Cy5. inhibition, % at 3.7 µM. 370,000 tested, 0.64% active;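 active means inhibition above the screen-wide mean plus 3 SD, cut at about 13% in these data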;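 further: signal is the Cy5 over europium emission ratio at 671 and 618 nm; 0% = plate median of compound wells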
PG9 binder = binders of HIV-1 gp120 antibody PG9, primary screen, biochemical, TR-FRET | TR-FRET gp120-PG9 antibody binding | inhibition, % at 6.7 µM | 360,000 tested, 0.43% active | AID 624416, 2012; in the data active means inhibition above about 8.5%
An asterisk follows results filed as active; · = not tested or not shown. This is a subset, so the mix of outcomes need not match the whole.

Second line of a record – rCAG RNA binder, TCR-CD3 inh, Rev-erbA mod, HTRA1 inhibitor, ABHD4 inh, UHRF1 binding, MBD2 inh, PRMT1 FP inh, LEDGF integ inh, PG9 binder
CC(=O)Nc1ccc(N/C(C)=C/C(=O)c2cccnc2)cc1
    -1, 5, 2, 4, 2, 0, 1, 2, -1, -1.7
C=Cn1cc[n+](CC(=O)c2ccc(Br)s2)c1
    0, 2, 4, 6, 6, 0, 2, -1, 1, 0.4
O=C(CNC(=O)c1cccs1)NCC(=O)OCc1ccc(Cl)cc1Cl
    -4, 1, 4, -1, -3, -2, -4, -1, 0, 1.4
O=C(Oc1c(CN2CCOCC2)cc(Cl)c2cccnc12)c1ccccc1F
    3, -5, 2, 41*, 27, 22*, 13, 6, -4, 0.5
CC(OC(=O)Cn1cnc2c1c(=O)n(C)c(=O)n2C)C(=O)NC1(C#N)CCCCC1 (stereo unspecified)
    -2, -2, -3, 5, -4, 0, 4, 2, 1, -1.5
Cc1ccc(C(=O)NCCN2CCNC2=O)cc1
    1, -3, 2, ·, 1, 1, 0, 1, 0, -2.1
Cc1cccc(OCC(=O)Nc2ccccc2N2CCCCC2)c1C
    0, -2, 5, -8, 8, 1, -1, 7, -4, -0.1
COC(=O)c1c(-c2ccccc2OC)sc2ccccc12
    -4, 6, 8, -24, -4, -3, -7, -4, 2, -2.5
Cc1ccccc1NC(=O)Nc1ccc2c(c1)CCC2
    1, 6, 1, -2, -2, -1, 1, 0, -1, -2.1
CCN(C(=O)COC(=O)/C=C/c1ccc(F)cc1)C1CCCCC1
    -4, -6, 7, -4, 6, 3, 3, 1, 0, 1.1
Cc1ccc(-c2csc3ncn(CC(=O)OC(C)C)c(=O)c23)cc1
    -4, -4, 0, -5, 0, 5, -3, -1, 2, -0.7
Nn1c(SCc2ccc(Br)cc2)nnc1-c1n[nH]c2c1CCC2
    0, ·, 5, ·, 2, 0, 0, -2, 3, ·
COc1ccc(NC(=O)CSc2n[nH]c(-c3ccco3)n2)cc1
    0, 12, -3, -9, 6, -1, -5, 3, 2, 0.7
CC(=O)c1ccc2noc(-c3ccc(C)cc3)c2c1
    13, -3, 7, -12, 0, -1, 4, 14, 4, 0.2
O=C(c1ccco1)N1CCCC(Nc2ccc3c(c2)OCCO3)C1 (stereo unspecified)
    -7, 3, 2, 8, -3, -4, -6, 0, -1, -2.2
C[C@@H](NC(=O)c1cc2c([nH]c3ccccc32)c(-c2ccccc2)n1)C(=O)O
    20, 5, 0, -11, 7, 0, 8, 8, -2, 1.4
CCS(=O)(=O)N1CCC(C(=O)NCCCN2CCCC2)CC1
    0, -1, 1, 6, -7, 0, 0, 0, -2, -1.3
CCCCNC(=S)N(C)/N=C/c1c(F)cccc1F
    -2, 2, 1, -21, 2, -2, -1, 1, -2, -1.0
CC(=O)Nc1ccc(S(=O)(=O)N2CCN(C34CC5CC(CC(C5)C3)C4)CC2)cc1
    -4, -3, -1, 2, 3, -2, 1, 0, -1, -1.4
C[C@@H]1O[C@H](C2CC2)Cc2[nH]c(=S)[nH]c(=O)c21
    2, 7, 1, ·, 2, -1, -4, -6, 2, -0.6
CCc1c(C)nc2c(-c3ccccc3)c(C)[nH]n2c1=O
    -1, 1, -2, 0, 5, -2, -7, -6, 7, -4.3
CC(C)COc1ccc(Br)cc1CNC(C)(C)C
    7, 2, -4, 0, 2, 2, -5, -4, 6, -0.4
Fc1cccc(Nc2nc(Cl)nc(Cl)n2)c1
    10, 6, 8, 2, -10, -1, -4, -5, 5, 1.1
COc1ccc(Cl)cc1C(=O)OCC(=O)Nc1cccnc1Cl
    -5, 1, -1, 4, -5, -4, 1, 0, -1, 0.3
COc1ccc(C(=O)CCC(=O)Nc2cccnc2)cc1
    2, -2, -3, 6, -2, -2, -2, -3, 1, -1.8
Cc1ccccc1C(=O)N1CCc2c([nH]c3ccccc23)C1C(F)(F)F (stereo unspecified)
    -6, 8, 3, -19, -7, -3, -6, -3, 2, -1.7
Cc1ccc(NC(=O)NCCc2ccc(S(N)(=O)=O)cc2)cc1
    -5, 3, -3, 0, 0, 18, 3, -2, -1, 0.7
CCOC(=O)C1CCN(C(=O)COc2ccc(S(=O)(=O)N3CCOCC3)cc2C)CC1
    -4, -4, 4, 1, -2, 5, -2, 0, 0, 1.7
S=C(NCCN(C1CCCCC1)C1CCCC1)Nc1cccc(Cl)c1
    9, 1, 3, 1, 14, 1, -1, 3, 1, 1.7
CCOC(=O)C1C(c2cc(OC)c(O)c(OC)c2)NC(=S)NC1(O)C(F)(F)F (stereo unspecified)
    3, -10, -1, 3, -6, 5, -2, -1, 1, -1.6
Cc1ccccc1CN1C(=O)c2ccccc2S1(=O)=O
    -2, 2, 2, 0, -2, 1, -5, 1, -1, -1.2
Cn1cnc([N+](=O)[O-])c1Nc1cccc(O)c1
    4, 4, 1, 3, 5, -1, 1, 0, -2, -0.7
Cc1ccc(NC(=O)CCOc2ccccc2C)cc1C
    0, 5, 3, -13, -5, 0, -3, 3, 1, 2.6
CCc1cccc(CC)c1NC(=S)NCCc1ccc(O)c(O)c1
    7, -3, -2, 67*, 11, 2, 6, 6, -8, 1.2
CCOC(=O)c1cc(=O)c2ccc(OCC(=O)Nc3ccccc3)cc2o1
    -3, -6, -5, 0, -11, -3, -6, -4, -1, -1.4
C=CCc1ccc(OCCCN2CCCC(C)C2)c(OC)c1 (stereo unspecified)
    -4, 6, 7, -2, 8, 1, -2, 0, -3, -0.9
CC1(C(=O)Nc2ccc3c(c2)OCCO3)CCC(=O)N1C1CC1 (stereo unspecified)
    3, 6, 1, ·, 3, 0, -2, -2, 2, -1.4
COC(=O)[C@H](C)[C@@H]1C[C@@]1(C)[C@@H](NC(=O)OCc1ccccc1)c1ccccc1
    -7, -1, -7, -15, -3, 0, -1, -2, 1, -2.9
Cc1cccc(OCC(=O)Nc2ccccc2N2CCN(C)CC2)c1
    -6, -5, 0, -3, -3, 1, 2, 1, -5, 0.9
Nc1ccc(S(=O)(=O)Nc2nccc(/C=C/c3cccc([N+](=O)[O-])c3)n2)cc1
    3, 4, -1, -6, 2, -2, -4, 0, -4, 0.0
COc1ccc(N(C(=O)c2ccc3c(c2)OCO3)C2C=CS(=O)(=O)C2)c(OC)c1 (stereo unspecified)
    0, 2, 3, -4, -2, -1, 1, -2, 0, -0.6
C[C@@H]1CN([C@@H](C)CO)S(=O)(=O)c2ccc(Br)cc2O[C@H]1CN(C)C(=O)CN(C)C
    0, 4, 5, 5, 3, -1, 5, -2, -1, 0.2
CC1=C(Cl)C2=NS(=O)(=O)CCN2C=C1Cl
    -1, -5, 1, -6, 1, 0, 5, 2, -3, 0.9
CC(C)c1cccc(C(C)C)c1NC(=O)CNCC(O)c1ccccc1 (stereo unspecified)
    -7, 1, -4, 7, 7, -2, 3, -1, 3, -0.1
Nc1nonc1/C(=N/O)N1CCCC1
    2, 1, -1, 0, 3, 1, -1, -3, 1, 0.3
Cc1cc(N2C(=O)c3ccc(C(=O)NCc4ccccc4)cc3C2=O)no1
    0, -8, -1, -3, -3, 3, 2, 1, -6, 1.8
CCN(CC)Cc1c(C(=O)N/N=C/c2cccc(OCc3cccc(Cl)c3)c2)nnn1-c1nonc1N
    5, 7, 1, -6, -5, 0, -1, 1, 5, -1.4
O=C(NCc1nnc(SCC(=O)N2CCCCCC2)o1)c1ccco1
    1, -2, -4, -2, 7, -1, -2, -2, -1, -0.6
O=C(NC(=S)Nc1ccc2oc(-c3cccnc3)nc2c1)c1cccc(Cl)c1
    2, -3, -3, -4, -1, -3, 1, 2, 6, 0.4
O=C(Nc1ccc(Br)cc1)C1CCCN(S(=O)(=O)c2cccnc2)C1 (stereo unspecified)
    -1, 2, -1, -2, -11, 7, -3, -4, 4, -4.2
CCCC(=O)NCCc1ccc(S(N)(=O)=O)cc1
    -2, 3, 0, -2, -3, -1, -5, -3, 1, -3.4
COC(=O)[C@@H]1C[C@@]2(Br)c3ccccc3N(S(=O)(=O)c3ccccc3)[C@H]2N1C(=O)OC
    -4, 2, 2, -2, 0, 2, 2, -2, -2, -0.3
CCOc1ccc(C(=O)Nc2ccc(N3CCN(C(C)=O)CC3)cc2)cc1[N+](=O)[O-]
    0, -5, 0, 7, 6, 0, 0, 0, -2, -3.7
O=C1NC2(CCCCC2)C(=O)N1Cc1ccc([N+](=O)[O-])cc1
    3, -3, 3, -3, -1, 0, -3, -3, 4, 0.2
NC1=NC(=O)C(Cc2cccc(Cl)c2Cl)S1 (stereo unspecified)
    1, 2, -6, -1, 2, -1, -1, -1, 0, -1.6
Cc1nc(C)c(-c2csc(N)n2)s1
    -1, 5, -2, 9, 0, -3, -1, -2, 2, -0.6
Cc1ccc(OCC(=O)Nc2cccc3nsnc23)c(C)c1
    6, -2, 9, 1, 1, -3, 2, 0, 2, -0.8
Cc1nn(C)c(=O)n1-c1ccc(Oc2ccccc2)cc1
    -3, 1, 4, 6, 1, 3, 0, 6, 1, 0.3
CC(=O)Nc1ccc2oc(-c3ccccc3Br)nc2c1
    1, 1, -2, -8, -8, -3, 5, -2, -3, 0.7

Assay outcomes from PubChem BioAssay.
